Assay outcomes (PubChem BioAssay)
proKLK7 act = proKLK7 zymogen activators, primary screen, biochemical, fluorescence intensity; Kallikrein-7 (Homo sapiens), P49862; purified proKLK7, EDANS-DABCYL substrate fluorescence; 100% is mature enzyme control, 0% vehicle; activation, % at 7 µM; 0.9% of 370,000 active;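 active means activation above the mean of all tested compounds plus 3 SD, computed per campaign excluding outliers beyond control limits, cut at about 13% in these data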
PLCb3 inh = human PLC-beta3 inhibitors, primary screen, biochemical, fluorescence | 1-phosphatidylinositol 4,5-bisphosphate phosphodiesterase beta-3 (Homo sapiens), Q01970 | Purified PLC-beta3, fluorogenic substrate | inhibition, % at 12.2 µM | 0.18% of 370,000 active | AID 720704, 2013; in the data active means inhibition above about 11%;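 further: 0% = median of compound wells on plate and 100% = full blocker control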
UHRF1 MBD2 ctr = UHRF1 methylated DNA binding inhibitors, primary screen, counter-screen for MBD2 inhibitor project, biochemical, TR-FRET, human UHRF1, single concentration; E3 ubiquitin-protein ligase UHRF1 (Homo sapiens), Q96T88; UHRF1 binding to methylated oligo; inhibition, % at 4.4 µM; 0.75% of 370,000 active; AID 687016, 2013; in the data active means inhibition above about 21%;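 further: UHRF1 SRA domain binding a hemimethylated CpG hairpin DNA probe; 0% = median of test compound wells and 100% = reference inhibitor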
PLCg1 inh = PLC-gamma1 enzyme inhibitors, primary screen, biochemical, fluorescence, purified enzyme; 0.84% of 370,000 active; inhibition, % at 12.2 µM; 1-phosphatidylinositol 4,5-bisphosphate phosphodiesterase gamma-1 (Homo sapiens), P19174; AID 720700, 2013; fluorogenic substrate; in the data active means inhibition above about 9.5%
ARFGAP1 inh = inhibitors of rat ARFGAP1 GAP activity, primary screen, biochemical, fluorescence polarization, GDP tracer. 0.26% of 360,000 active. AID 651572, 2012. ADP-ribosylation factor GTPase-activating protein 1 (Rattus norvegicus), Q62848. Arfgap1-stimulated ARF1 GTP hydrolysis, GDP FP detection. inhibition, % at 16.5 µM;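 active means inhibition above a per-plate limit, mean inhibition of low control wells plus 3 SD, cut at about 25% in these data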;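 further: 0% = DMSO wells with enzyme and 100% = wells lacking Arfgap1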
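Material: truncated rat Arfgap1 GAP domain; Incubation: compound-enzyme preincubation 20 min, reaction 120 min, detection 60 min, 25 °C; Read-out: percent inhibition of Arfgap1-stimulated GTP hydrolysis; Technique: FP, GDP Alexa 633 tracer displaced from anti-GDP antibody, 620/688 nm; Controls: No-Arfgap1 wells (100%) versus DMSO full-reaction wells (0%); Replication: single well per compound.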
DDE Tn7 FP inh = inhibitors of Tn7 peptide binding to fibrin DD(E), primary screen, biochemical, fluorescence polarization, human fibrin, Tn7 probe | 0.13% of 370,000 active | inhibition, % at 8.3 µM | FP displacement of FITC-Tn7 peptide from fibrin DD(E); 0% = median of compound wells per plate | Fibrinogen beta chain (Homo sapiens), P02675 | AID 720508, 2013;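 active means inhibition above the mean of compounds falling within the control limits plus 3 SD of them, cut at about 14% in these data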;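 further: 0% = plate median of compound wells and 100% = 10 µM Aha-Tn7 peptide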
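Assay system: Human clot-derived fibrin DD(E) complex | Buffer or medium: Tris/NaCl/CaCl2 buffer, pH 7.8 | Repeats: One replicate per compound | Benchmarks: Aha-Tn7 high control | Measure: % inhibition scaled between sample-field median and high-control FP | Schedule: 10 min plus 3 h, room temperature | Signal: Fluorescence polarization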
DDE Tn6 FP inh = inhibitors of Tn6 peptide binding to fibrin DD(E), primary screen, biochemical, fluorescence polarization, human fibrin, Tn6 probe | Fibrinogen beta chain (Homo sapiens), P02675 | Fibrin DD(E) TRITC-Tn6 fluorescence polarization displacement | inhibition, % at 8.3 µM | 0.21% of 370,000 active | AID 720509, 2013;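 active means inhibition above a per-campaign cutoff: mean of compounds within control limits plus 3 SD, cut at about 15% in these data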;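 further: 0% = median of all compound wells on the plate and 100% = blocking peptide control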
ADAM17 inh = ADAM17 inhibitors, primary screen, biochemical, QFRET | Disintegrin and metalloproteinase domain-containing protein 17 (Homo sapiens), P78536 | recombinant ADAM17, EDANS/DABCYL FRET peptide cleavage | inhibition, % at 6.95 µM | 0.83% of 370,000 active;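 active means inhibition above the mean of compounds lying between control limits plus 3 SD, set per campaign, cut at about 8.5% in these data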;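 further: 0% = DMSO-only wells as the low control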
MBD2 inh = inhibitors of MBD2 binding to methylated DNA, primary screen, biochemical, TR-FRET, DNA-binding domain, human | Methyl-CpG-binding domain protein 2 (Homo sapiens), Q9UBB5 | MBD2 binding to methylated oligonucleotide | inhibition, % at 4.4 µM | 0.31% of 370,000 active | AID 686964, 2013; in the data active means inhibition above about 13%
ASAP1 inh = inhibitors of human ASAP1 ArfGAP activity, primary screen, biochemical, fluorescence polarization; Arf-GAP with SH3 domain, ANK repeat and PH domain-containing protein 1 (Homo sapiens), …; ASAP1-stimulated ARF1 GTP hydrolysis, GDP FP detection; inhibition, % at 16.5 µM; 0.19% of 360,000 active; AID 624377, 2012; in the data active means inhibition above about 25%;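 further: 0% = vehicle with enzyme and substrate and 100% = no enzyme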
An asterisk follows results filed as active; i = inactive; · = no result given.

SMILES | proKLK7 act | PLCb3 inh | UHRF1 MBD2 ctr | PLCg1 inh | ARFGAP1 inh | DDE Tn7 FP inh | DDE Tn6 FP inh | ADAM17 inh | MBD2 inh | ASAP1 inh
COC(CNC(=O)[C@H](Cc1ccccc1)N1Cc2ccccc2C1=O)OC | 0.0 | -3 | 0 | 0 | 3 | -1 | -2 | -4 | -3 | 6
COc1ccc(Cl)cc1N(CC(=O)N1CCC(C)CC1)S(C)(=O)=O | -0.6 | 0 | 0 | 0 | -2 | 6 | 3 | 0 | 2 | -1
COc1cccc(C=NNC(=O)CSc2nc3ccccc3[nH]2)c1O | -2.0 | -31 | 4 | -18 | · | 3 | -4 | 10* | -4 | ·
CCOC(=O)c1cn(CC#N)c2cc(F)c(F)cc2c1=O | 0.2 | 5 | 1 | 2 | 1 | -8 | -5 | 1 | 5 | -9
Cc1ccccc1N1C(=O)C2C3C=CC(CC3)C2C1=O (configuration not stated) | 0.5 | -8 | 2 | 1 | 13 | -3 | -2 | -2 | 6 | 0
CCCCn1c(N)c(N(CCOC)C(=O)CSCC(=O)Nc2cccc(C)c2)c(=O)[nH]c1=O | 0.5 | -9 | -1 | 2 | 0 | 0 | 1 | 0 | 2 | 0
COc1ccc(-c2cnc(N)nc2-c2ccc(OC)cc2O)cc1 | -0.6 | -25 | -1 | -18 | -3 | 0 | -4 | -5 | 4 | 4
COC(=O)[C@]12CCCCC=C1N(CCC1=CCCCC1)C(=O)[C@H](CC(=O)N1CCSCC1)C2 | 0.2 | 1 | 1 | 7 | 6 | 4 | 2 | 5 | -6 | -15
NC1=NC[C@H](Cc2ccc(O)cc2)N1CCC12CC3CC(CC(C3)C1)C2 | 0.2 | 0 | 0 | 3 | -4 | -6 | -2 | 1 | -5 | 5
O=C(C[C@@H]1C/C=C/CCCC(=O)O[C@H](c2ccccc2)CNC1=O)N[C@H](CO)Cc1ccccc1 | 0.5 | 5 | 5 | 2 | 2 | -9 | -1 | 6 | -1 | 3
c1nc(NCC2CCOC2)c2cc(-c3ccc4c(c3)OCO4)ccc2n1 (configuration not stated) | · | -192 | 0 | -127 | · | -1 | -13 | -33 | -4 | ·
CC[C@H]1OC(=O)[C@H](C)[C@@H](O[C@H]2C[C@@](C)(OC)[C@@H](O)[C@H](C)O2)[C@H](C)[C@@H](O[C@@H]2O[C@H](C)C[C@H](N(C)C)[C@H]2O)[C@](C)(O)C[C@@H](C)C(=O)[C@H](C)[C@@H](O)[C@]1(C)O | 0.1 | 2 | 3 | 0 | -2 | -8 | 5 | -4 | 4 | -15
CCOC(=O)c1nnn(-c2nonc2N)c1COc1ccccc1 | 0.5 | 2 | 5 | 3 | -6 | -3 | 8 | 7 | 2 | 15
O=C(Nc1nnc(-c2ccccc2F)s1)c1ccccc1F | 0.0 | -5 | -1 | -1 | -9 | 0 | 8 | -3 | -4 | -4
COc1ccc(C(CC(=O)Nc2ccccc2OC)n2cccc2)cc1 (configuration not stated) | 0.0 | 0 | -2 | 2 | -8 | 2 | 1 | -1 | -3 | -7
Cc1ccccc1OCCCC(=O)Nc1nncs1 | 0.0 | -4 | -1 | 1 | -3 | 6 | 2 | -4 | -4 | 9
O=C(/C=C/c1ccccc1)NC(=S)Nc1ccc(N2CCOCC2)cc1 | 0.2 | -1 | -3 | -2 | 2 | 0 | 2 | 0 | -6 | -3
CCCOc1ccc(/C=N/NC(=O)C2CCCN2S(=O)(=O)c2ccc(Cl)cc2)cc1 (configuration not stated) | 0.0 | 10 | 2 | 2 | 1 | -3 | -1 | 6 | 0 | -1
COc1ccc(C2C(C(=O)c3cccs3)=C(O)C(=O)N2c2nncs2)cc1 (configuration not stated) | -7.7 | -70 | -14 | -54 | 7 | 12 | 3 | -4 | -4 | 10
O=C(NCCN1CCCC1)C1(S(=O)(=O)c2ccc(Cl)cc2)CC1 | -0.1 | 2 | 0 | 0 | -12 | -4 | -2 | 7 | -5 | 1

Retrieved one by one from the entries so far:
SMILES | proKLK7 act | PLCb3 inh | UHRF1 MBD2 ctr | PLCg1 inh | ARFGAP1 inh | DDE Tn7 FP inh | DDE Tn6 FP inh | ADAM17 inh | MBD2 inh | ASAP1 inh
CCOC(=O)c1nnn(-c2nonc2N)c1COc1ccccc1 | 0.5 | 2 | 5 | 3 | -6 | -3 | 8 | 7 | 2 | 15
c1nc(NCC2CCOC2)c2cc(-c3ccc4c(c3)OCO4)ccc2n1 (configuration not stated) | · | -192 | 0 | -127 | · | -1 | -13 | -33 | -4 | ·

Next part:
SMILES | proKLK7 act | PLCb3 inh | UHRF1 MBD2 ctr | PLCg1 inh | ARFGAP1 inh | DDE Tn7 FP inh | DDE Tn6 FP inh | ADAM17 inh | MBD2 inh | ASAP1 inh
COCCC(=O)N1CCC(Oc2ccc(C(=O)N(C)C3CCCCC3)cc2)CC1 | -0.4 | -4 | 1 | 3 | 7 | 7 | 3 | -4 | 2 | -7
CCOc1ccc(CCNC(=O)c2cc3c(C)nccc3[nH]c2=O)cc1OCC | 0.3 | 3 | -1 | 1 | 11 | 3 | 3 | -5 | 1 | -5
COc1ccc(CCn2c(O)c(C=Nc3cccc(F)c3)c(=O)[nH]c2=O)cc1OC | 0.1 | -11 | -3 | -4 | -5 | 0 | -4 | 2 | 7 | 5
CCN(CC)CCNC(=O)c1cc(Sc2nnc(C)s2)nc2ccccc12 | 1.1 | -9 | -4 | -7 | -1 | -2 | -4 | -5 | -2 | 5
O=C(COC(=O)c1ccc2ncsc2c1)NC(=O)c1ccccc1 | -0.2 | -9 | 3 | -3 | 1 | 4 | 6 | -8 | 5 | -7
CN(C(=O)c1ccc(Cl)cc1)C1=CCCCC1CCC#N (configuration not stated) | -0.4 | 2 | 2 | 1 | 6 | 0 | 4 | -3 | 1 | 6
O=C(NCc1ccccn1)c1cnc2sccn2c1=O | -1.6 | -9 | 0 | -5 | -2 | -9 | -2 | -36 | -7 | -22
FC(F)(F)c1nnc2ccc(-n3ccnc3)nn12 | 0.2 | -1 | -2 | 1 | 0 | 3 | -2 | -6 | 0 | 7
O=C(C1CCC(CNc2c(N3CCCCC3)c(=O)c2=O)CC1)N1CCCC1 (configuration not stated) | -0.4 | 2 | 4 | 4 | 10 | -6 | 1 | -1 | 0 | -3
COC(=O)c1ccccc1S(=O)(=O)N1CCC(C(=O)OCC(=O)NC2CCCCC2C)CC1 (configuration not stated) | -0.3 | 0 | 2 | 8 | -1 | -3 | -3 | 7 | -1 | 15
N#Cc1ccc(-c2cn3c(n2)SCC3)cc1 | 4.4 | i | -3 | i | -3 | 1 | 2 | -426 | 0 | 4
Cn1c(=O)c(C(=O)NCCc2ccc(Cl)cc2)c(O)c2ccccc21 | 0.3 | -3 | 2 | -1 | -8 | 6 | -2 | -3 | -6 | 3
CCOC(=O)N1CCN(C(=O)c2cc(-c3ccncc3)nc3ccccc23)CC1 | 0.0 | 2 | -3 | 0 | -5 | 3 | -5 | -3 | -2 | -6
Cc1ccc(-n2nc(C)c3c(C)c(CCC(=O)O)c(C)nc32)cc1 | 1.5 | -86 | 1 | -56 | 3 | -6 | -4 | -61 | 3 | 5
CC(C)CCN(CC(=O)NC1CCCC1)C(=O)C(=O)Nc1ccc2c(c1)OCCO2 | 0.3 | -7 | 1 | -2 | 7 | 1 | -3 | -3 | 3 | 8
COc1cc(C(=O)Nc2ccc(Br)cc2C(=O)c2cc(OC)c(OC)c(OC)c2)cc(OC)c1OC | 0.3 | 9 | 0 | 15* | -7 | -3 | -1 | 6 | -3 | 3
O=C(O)c1ccc2c(=O)[nH]c(CN3CCOCC3)nc2c1 | -0.4 | 1 | 1 | 1 | 1 | -2 | -6 | -2 | 5 | -7
COC(=O)C1=C(C)OC(N)=C(C#N)C1C1CCCCC1 (configuration not stated) | 0.6 | 2 | -3 | 2 | 26* | -7 | -1 | 0 | 2 | 3
NS(=O)(=O)c1ccc(CCNC(=O)CNC(=O)c2ccccc2F)cc1 | 0.2 | -2 | -1 | 5 | 15 | -6 | 0 | 2 | 1 | 5
CC(=O)Nc1cccc(NC(=S)Nc2ccc(F)cc2F)c1 | -0.7 | 0 | -1 | 0 | -3 | -1 | -1 | -2 | -2 | 0
Cc1ccccc1OCC(=O)O/N=C(\N)Cc1cccs1 | 0.6 | 3 | 0 | 0 | -1 | -2 | 7 | 0 | -3 | 12
Cc1cccc(C(=O)NCCNC(=O)c2ccccn2)c1 | -0.1 | -5 | 2 | 6 | 8 | -5 | 0 | 2 | 1 | -12
CCN(Cc1ccc2c(c1)OCCO2)C(=O)CN1C(=O)NC2(CCCCC2)C1=O | 0.1 | 3 | -3 | 0 | -1 | -2 | 1 | -4 | -3 | 5
COc1ccc(C=C(c2ccc(OC)cc2)c2ccc(OC)cc2)cc1 | -41 | -52 | 1 | -52 | -11 | 4 | -8 | -32 | 3 | -2
Cc1noc(C)c1CSCC(=O)Nc1nnc(CC(C)C)s1 | -0.4 | -5 | 3 | 1 | 13 | 5 | 3 | -1 | -2 | -10
CCc1ccc(CCC(=O)Nc2sc(C)c(C)c2C(=O)OC)o1 | -0.9 | -1 | -2 | -4 | 8 | -1 | -5 | -3 | -1 | -7
COc1ccc(-c2csc(C(C)(O)c3ccc(F)c(F)c3)n2)cn1 (configuration not stated) | 0.5 | 1 | 3 | 1 | 8 | 0 | -4 | 3 | -2 | 0
Cc1ccc(S(=O)(=O)N2CCCN(S(=O)(=O)c3ccc(C)c(C)c3)CC2)cc1C | -0.2 | -4 | 3 | 1 | -6 | -1 | 1 | -4 | -2 | 6
CC(C)Sc1nnc([C@H](Cc2ccccc2)NC(=O)OC(C)(C)C)o1 | -0.1 | -3 | 1 | 3 | 1 | 1 | -5 | 0 | -1 | -5
Cc1nn(Cc2noc(C(=O)NCCCn3ccnc3)n2)c(C)c1Br | -0.9 | -1 | 3 | 0 | -4 | -3 | 10 | 4 | -3 | -3
O=S(=O)(c1ccccc1)N1CCc2ccccc21 | -0.5 | -1 | -2 | 3 | -11 | 0 | -1 | -1 | 5 | -2
Cc1cc(=O)oc2c(C)c(OCC(=O)Nc3cccnc3)ccc12 | 0.1 | -13 | -7 | -2 | 3 | -1 | -6 | -21 | -4 | -9

Compounds as they come (roughly 4.1% active in at least one column).
